Bioassay records from PubChem.
OXTR potentiate: potentiates the human oxytocin receptor response; 320,000 tested, 0.061% active; activation, % at 3 µM; AID 2445; CHO-OTR cells, Fluo-8 calcium fluorescence, potentiator mode; 0% = oxytocin EC15, 100% = EC100;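 active means activation above that plate's cutoff, the mean activation of tested compounds plus 3 SD, cut at about 6.6% in these data, passing the limit was not always enough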;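 further: 100% uses oxytocin at 75 nM as the full agonist control; some results filed as inactive read as strong as hits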
Target sequence (P30559 whole entry, looked up): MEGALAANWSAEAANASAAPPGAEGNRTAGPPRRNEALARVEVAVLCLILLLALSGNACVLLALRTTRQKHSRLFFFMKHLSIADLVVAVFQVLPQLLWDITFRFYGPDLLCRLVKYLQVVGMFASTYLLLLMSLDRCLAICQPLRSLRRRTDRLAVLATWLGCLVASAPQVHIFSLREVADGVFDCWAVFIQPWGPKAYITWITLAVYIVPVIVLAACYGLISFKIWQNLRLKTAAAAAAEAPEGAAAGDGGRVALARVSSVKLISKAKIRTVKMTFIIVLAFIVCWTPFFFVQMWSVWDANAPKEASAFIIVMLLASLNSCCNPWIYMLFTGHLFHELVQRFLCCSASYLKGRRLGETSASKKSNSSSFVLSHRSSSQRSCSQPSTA
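Material: human OTR in CHO cells. Compound: 3.0 µM, one dose. Timing: compound 6 min at room temperature before oxytocin, 100 s read. Evaluation: % activation of max/min ratio relative to oxytocin controls. Replication: single well per compound, singlicate. Signal: Fluo-8 calcium dye fluorescence.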
CHO-K1 Ca PAM: M1 PAM counterscreen hit in parental CHO-K1 cells. ATP EC20, Fluo-8 calcium fluorescence; 0% at ATP EC20, 100% at ATP max. activation, % at 3 µM. 360,000 tested, 0.02% active. AID 602247;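 active means activation above the run cutoff, the mean activation of all test compounds plus 3 SD, cut at about 40% in these data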;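 further: peak over basal fluorescence ratio in a 140 s read after ATP addition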
M1 ag parental: counter-screen for M1 agonists: effect in parental CHO-K1 cells | Fluo-8 calcium fluorescence; scaled to maximal ATP response, vehicle zero | activation, % at 3 µM | 360,000 tested, 0.48% active | AID 602248; in the data active means activation above about 15%;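 further: untransfected CHO-K1 host cells lacking M1 receptor as counterscreen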
CHO-K1 Ca antag: counter-screen for M1 antagonists: effect in parental CHO-K1 cells; ATP-induced calcium, Fluo-8 fluorescence; AID 602250; 360,000 tested, 0.6% active; inhibition, % at 3 µM;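 active means inhibition above a per-plate cutoff, the plate's mean sample inhibition plus 3 SD, cut at about 24% in these data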;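 further: 0% = DMSO plus EC80 ATP and 100% = DMSO alone without ATP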
M1 antag: blocks human M1 muscarinic receptor; CHO-K1 hM1, Fluo-8 calcium fluorescence, ACh EC80 antagonist; inhibition, % at 3 µM; 360,000 tested, 1.3% active; AID 588852;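 active means percent inhibition above its own plate's cutoff, namely the mean of that plate's compound wells plus 3 SD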;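 further: peak over basal fluorescence ratio during 140 s after agonist addition; 0% = ACh EC80 plus DMSO and 100% = DMSO alone without agonist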
CHRM1 agonist: agonists of human M1 muscarinic receptor; CHO-K1 hM1, Fluo-8 calcium fluorescence, agonist mode; 0% DMSO, 100% acetylcholine EC100; AID 588814; activation, % at 3 µM; 360,000 tested, 0.33% active; P11229;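 active means activation above the run's mean compound activation plus 3 SD, cut at about 16% in these data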;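 further: peak over basal fluorescence ratio within a 140 s kinetic read after compound addition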
TAAR1 antagonist: antagonists of human TAAR1. Q96RJ0. CHO RD-HGA16 TAAR1, Fluo-8 calcium fluorescence, antagonist. inhibition, % at 3 µM. 360,000 tested, 1.5% active;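 active means inhibition above a per-plate cutoff, the mean inhibition of test compounds on that plate plus 3 SD, cut at about 49% in these data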;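 further: 0% = DMSO plus EC80 beta-PEA response and 100% = DMSO alone without agonist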
Target sequence (Q96RJ0 whole entry, looked up): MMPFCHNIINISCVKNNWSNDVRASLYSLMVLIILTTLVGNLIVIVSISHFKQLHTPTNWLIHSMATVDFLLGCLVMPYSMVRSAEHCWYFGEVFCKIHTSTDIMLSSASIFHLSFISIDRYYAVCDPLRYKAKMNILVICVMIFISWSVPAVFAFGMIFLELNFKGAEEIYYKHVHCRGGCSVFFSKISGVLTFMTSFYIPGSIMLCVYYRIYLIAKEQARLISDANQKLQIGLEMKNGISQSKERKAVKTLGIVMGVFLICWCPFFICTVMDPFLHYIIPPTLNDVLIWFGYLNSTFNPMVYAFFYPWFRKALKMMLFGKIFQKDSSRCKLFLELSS
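Test system: CHO RD-HGA16 cells bearing hTAAR1 | Reagent: β-PEA, EC80 | Compound dosing: 3 µM, single point | Schedule: Dye loading 75 min at 37 °C, then 30 min room temperature | Signal: Calcium fluorescence with Fluo-8 | Evaluation: Percent inhibition of PEA-evoked calcium signal, max/basal emission ratio | Control set: DMSO-only wells and EC80 β-PEA-stimulated wells | Repeats: Singlicate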
CHO parental Ca: signal in parental CHO cells, OX1R antagonist counter-screen; parental CHO-K1, ATP-induced calcium, Fluo-8 fluorescence; AID 463079; 330,000 tested, 0.63% active; inhibition, % at 5.6 µM;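 active means inhibition above that plate's mean sample inhibition plus 3 SD, cut at about 26% in these data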;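 further: 0% = ATP-challenged DMSO wells and 100% = DMSO wells without ATP; some compounds past the cut are filed as inactive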
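Test system: untransfected parental CHO cell line. Compound: one dose, 5.6 µM nominal. Detection: intracellular calcium via Fluo-8 no-wash fluorescent dye. Measure: % inhibition. Benchmarks: ATP-challenged DMSO wells low, unchallenged DMSO wells high.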
TAAR1 ag: human TAAR1 agonism; AID 624467; CHO RD-HGA16 TAAR1, Fluo-8 calcium fluorescence; vehicle wells 0%, saturating PEA agonist 100%; activation, % at 3 µM; 360,000 tested, 0.99% active; Q96RJ0;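 active means activation above the mean activation of all test compounds in the run plus 3 SD, cut at about 38% in these data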
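Test system: RD-HGA16 (CHO) cells co-expressing Gα16 and hTAAR1 / Benchmarks: DMSO vehicle as 0%, PEA at EC100 as 100% / Repeats: no replicates (n 1) / Measure: % activation from peak over basal fluorescence ratio, DMSO-to-PEA scaled / Timing: 17-24 h plating, Fluo-8 75 min 37 °C, 30 min RT / Technique: kinetic Fluo-8 calcium fluorescence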
* hit, by the source's call; . = no result given.

Structure	OXTR potentiate	CHO-K1 Ca PAM	M1 ag parental	CHO-K1 Ca antag	M1 antag	CHRM1 agonist	TAAR1 antagonist	CHO parental Ca	TAAR1 ag
COc1ccccc1C/C(N)=N/OC(=O)COc1ccc(C)cc1	2	2	-0.2	-8	-6	-5	-22	-21	-2
CC1(C(=O)NS(=O)(=O)c2cccc(Cl)c2)CCN1C(=O)Cc1cccs1 (stereo not drawn)	.	1	8.6	22	3	-1	-11	.	1
Clc1cc(Br)ccc1OCCCn1ccnc1	-4	6	0.9	-5	6	-11	-8	-4	4
CCCCc1c(O)cc(C)[nH]c1=O	-7	5	0.6	-3	-4	-1	3	-4	4
CCNC(=O)CSc1nnc(-c2ccccc2Br)n1-c1cccc(C(F)(F)F)c1	1	16	0.7	-4	-3	-9	-28	-4	9
COc1cccc(C(=O)/C=C/Nc2ccc(NC(C)=O)cc2)c1	3	26	1.2	-12	-2	-3	8	-14	5
CCC(CO)NC(=O)c1ccccc1C(F)(F)F (stereo not drawn)	-3	1	1.0	-10	-10	2	-8	-7	0
O=C(NN=C1CCCCCC1)c1cccnc1	-13	-5	0.7	-14	2	-6	-5	-2	7
Fc1ccc(N2CCN(c3nc(CN4CCOCC4)nc4scc(-c5ccccc5)c34)CC2)cc1	-11	5	2.0	6	20	-12	17	-26	7
COC(=O)c1cc(S(=O)(=O)NCC2CCN(CCc3ccc(OC)cc3)CC2)c[nH]1	4	1	6.7	13	0	-5	2	-10	2
Cc1cc(C(=O)N/N=C/c2ccc(OCc3ccccc3)cc2)c(C)o1	-16	17	0.0	-8	-4	-11	22	-11	3
CC(C)c1ccc(N(CC(=O)N2CCN(Cc3ccccc3)CC2)S(C)(=O)=O)cc1	-10	-1	0.9	-8	-5	-2	0	-19	2
Cc1cc(C)nc(N/N=C/c2ccccc2Cl)n1	-6	-15	-0.2	4	-7	-4	-10	-11	2
O=C(Nn1cc(C(=O)Nc2ccc(F)cc2F)c2ccccc2c1=O)c1cnccn1	0	1	1.7	-14	1	-3	-21	-9	3
Cn1c(SCc2ccc(F)cc2)nnc1-c1cccs1	-1	-5	-0.4	1	6	-8	.	0	.
CCOC(=O)c1[nH]c2ccccc2c1NC(=S)Nc1cc(C)ccc1C	-3	14	1.4	-3	-8	-6	-7	-11	1
CCCCC[C@@H](C)N1C[C@H](COCc2ccccc2)Oc2cc(N3CCC[C@H]3COC)ccc2S1(=O)=O	.	7	1.1	-12	.	.	-38	.	0
OCC1(CCOc2ccccc2)CCN(Cc2ccccc2C(F)(F)F)CC1	-8	16	2.0	-5	-15	-6	-9	-23	0
COCCNC(=O)CC(NS(=O)(=O)c1ccc(C)cc1)c1ccco1 (stereo not drawn)	-7	5	0.0	-4	-3	-3	-6	-4	3
Brc1cnc2nc(SC/C=C/c3ccccc3)[nH]c2c1	1	-18	-0.3	12	-8	-2	-19	-22	2
COC(=O)CNC(=O)CNC(=O)c1nn(-c2ccc(OC)c(OC)c2)c(=O)c2ccccc12	-18	-6	0.5	-5	-14	-3	5	-4	0
Clc1ccc(OCc2nc3ccccc3[nH]2)cc1	-12	-9	0.2	9	0	-7	18	-13	-1
COCc1cc(C)nc(Nc2cc(C)ccc2C)c1C#N	-3	13	-0.7	-17	-23	-2	-4	-4	8
COc1ccc(N(CC(=O)N/N=C/c2ccc(OC)cc2OC)S(=O)(=O)c2ccccc2)cc1	-13	5	0.3	-17	-2	-3	-10	-13	1
Cc1sc(N/N=C/c2cccs2)nc1-c1ccccc1	0	6	0.3	-12	-10	-6	-7	-13	-1
CCc1ccc(NC(=O)CCc2nc3cccnc3n2Cc2ccc(OC)cc2)cc1	-5	-8	0.1	12	17	-5	-6	-15	1
CCCCN1C(=O)Nc2ccccc2S1(=O)=O	-6	-4	-0.2	0	-5	-2	14	-2	-1
COc1ccc(N2CCN(c3ccc(N4C(=O)CC(C)C4=O)cc3[N+](=O)[O-])CC2)cc1 (stereo not drawn)	-17	-10	13	11	1	5	7	17	10
C(=N\Nc1nc2ccccc2s1)/c1cccs1	-5	2	0.1	-15	-12	-3	-14	-18	13
O=C(Cc1ccccc1)Nc1nnc(-c2ccco2)o1	-2	8	-0.2	-7	8	2	-11	4	2

As entered above.
CHO-K1 Ca PAM with OCC1(CCOc2ccccc2)CCN(Cc2ccccc2C(F)(F)F)CC1 is entered as 16
CHO-K1 Ca PAM with COCCNC(=O)CC(NS(=O)(=O)c1ccc(C)cc1)c1ccco1 (stereo not drawn) is entered as 5

Following part.
Structure	OXTR potentiate	CHO-K1 Ca PAM	M1 ag parental	CHO-K1 Ca antag	M1 antag	CHRM1 agonist	TAAR1 antagonist	CHO parental Ca	TAAR1 ag
Cc1nnc(N/N=C/c2ccccc2C(F)(F)F)n1N	-7	19	0.8	-9	-18	-4	-10	-5	4
CCCNC(=O)Cn1c(=O)n(CC(=O)N2CCCCC2)c(=O)c2sccc21	-6	-2	0.4	-10	-4	-3	-11	-1	0
CC1Cc2ccccc2N1C(=S)NC(=O)c1ccc(Cl)cc1Cl (stereo not drawn)	-1	9	0.9	-3	5	-10	-4	-19	-1
NC(=O)C1=C[C@H](C2CCCCC2)C[C@H](OCc2ccc(CO)cc2)O1	-11	16	2.0	-13	6	1	-3	-1	18
CCN(CC)c1ccc(C(NC(=O)C(C)C)c2ccc3cccnc3c2O)cc1 (stereo not drawn)	.	13	2.8	-5	-12	-4	-23	.	13
CCOC(=O)C(=CNc1ccc(C(F)(F)F)cc1)C(=O)OCC	-8	20	0.3	-15	-16	-5	-62	-11	-4
COc1cc(OC)cc(C(=O)Nc2ccn(C)n2)c1	-8	3	0.8	-8	-7	1	-14	-14	3
O=C(O)c1ccc(OCCOc2ccccc2)cc1	-2	4	0.6	-13	-9	-4	-2	-11	4
Cc1ccc(NC(=O)CN(C)C(=O)c2ccc(OCc3cn4ccccc4n3)cc2)cc1	-3	14	0.2	-7	-13	-4	7	-17	-1
O=S(=O)(c1ccc(Cl)cc1)N(Cc1ccccn1)Cc1ccccn1	-20	6	0.2	2	-3	-3	3	-19	0
O=C(COC(=O)c1cc(Cl)ccc1Cl)NC1CCCC1	-8	-20	-0.4	6	8	-4	-20	-8	4
COc1ccccc1C(=O)N/N=C/c1ccc(Cl)s1	-4	-3	3.8	12	20	-6	16	-20	1
Cc1cccc(CSc2nc3[nH]ncc3c(=O)[nH]2)c1	-12	-2	0.7	8	15	-3	6	1	6
NC(=O)CCN(C1CCCCC1)S(=O)(=O)c1cccc2nsnc12	-3	0	1.3	-8	6	-4	3	-6	1
COC(=O)[C@H](CCSC)NC(=O)Cn1ccc(N)nc1=O	-4	11	0.1	-12	-4	-6	-3	-13	5
COC(=O)C(CCCCNC(=O)c1ccc([N+](=O)[O-])cc1)NC(=O)c1ccc([N+](=O)[O-])cc1 (stereo not drawn)	-7	10	0.9	-5	8	-10	-15	-20	2
CCOC(=O)c1cc2c(s1)-c1ccccc1CC2	-13	15	0.3	-6	-9	-4	2	-34	3
O=C1c2cccc3cc([N+](=O)[O-])cc(c23)C(=O)N1c1nncs1	-1	-4	0.3	1	0	-2	-7	-8	12
CCS(=O)(=O)N1CCCC(C(=O)NCCc2ccc(OC)c(OC)c2)C1 (stereo not drawn)	-4	10	0.7	-4	0	-4	13	-8	-3
COc1ccc(NC(=S)NCc2cccnc2)cc1OC	-4	20	1.6	-15	-5	-5	11	6	4
CC12CCC(C(=O)NCc3ccc4c(c3)OCO4)(CC1=O)C2(C)C (stereo not drawn)	-9	15	0.0	-2	-17	-4	-15	-9	2
Cc1ccnc(NS(=O)(=O)c2ccc(NC(=O)c3ccc(C)o3)cc2)n1	-4	-2	-0.6	2	-11	-4	1	8	3
CCNc1nc(NC(C)C)nc(N2CC(=O)N(CC(=O)OCC)C2=N)n1	-4	18	0.3	-4	-6	-5	10	-9	2
Cc1cc(C)c2c3c(sc2n1)C(c1cccc(F)c1)C(C#N)=C(N)O3 (stereo not drawn)	-4	14	0.6	-34	-8	-10	-25	-51	1
Cc1ccc(-n2nc3c(c2NC(=O)c2ccccc2)CS(=O)(=O)C3)cc1C	-9	-23	0.1	10	-15	-1	-22	-13	2
Cc1ccsc1C(=O)NNC(=O)c1ccc(NS(=O)(=O)c2cccs2)cc1	1	-16	1.0	4	2	-1	-1	24	1
CCCCCCN1CC(O)=C(c2ccccc2)C1=N	-12	11	-0.1	-8	6	-2	7	-11	3
Cc1nc2ccccc2cc1OCc1ccc(F)cc1	-9	-4	7.2	17	18*	0	25	54*	8
